TcdB inh – TcdB glycohydrolase inhibition. P18177. TcdB glycohydrolase enzymatic assay, plate reader. inhibition, % at 9.99 µM. 350,000 tested, 0.24% active. AID 652162; in the data active means inhibition above about 10%
Active calls of the source: *. A portion of the library; rates above refer to the full screens.

SMILES	TcdB inh
COc1ccccc1S(=O)(=O)N(C)C[C@H]1Oc2ncc(-c3ccc(C)cc3)cc2C(=O)N([C@@H](C)CO)C[C@H]1C	-7.1
CS(=O)(=O)Nc1ccc2c(c1)[C@@H]1C[C@H](CC(=O)NCc3cccnc3)O[C@@H](CO)[C@@H]1O2	0.5
CS(=O)(=O)N1[C@H](C#N)[C@H](c2ccc(-c3ccccc3F)cc2)[C@@H]1CO	0.8
C[C@@H]1CCCCO[C@@H](CN(C)S(=O)(=O)c2cccs2)[C@@H](C)CN([C@H](C)CO)C(=O)c2cc(NS(C)(=O)=O)ccc2O1	0.1
COc1ccc(S(=O)(=O)N[C@@H]2CC[C@H](CCNC(=O)Cc3ccccn3)O[C@@H]2CO)cc1	0.2
COCC(=O)Nc1ccc2c(c1)C(=O)N(C)C[C@@H](OC)[C@H](C)CN(Cc1ccncc1)[C@@H](C)CO2	0.7
COc1ccc(S(=O)(=O)N(C)C[C@H]2Oc3c(NC(=O)c4nc5ccccc5s4)cccc3C(=O)N([C@H](C)CO)C[C@H]2C)cc1	-0.7
C[C@@H]1CN([C@@H](C)CO)S(=O)(=O)c2ccc(C3=CCCC3)cc2O[C@H]1CN(C)C(=O)C1CCCCC1	1.2
CO[C@@H]1CN(C)C(=O)c2ccc(NS(C)(=O)=O)cc2OC[C@@H](C)N(C(=O)NC(C)C)C[C@H]1C	-1.3
C[C@H](CO)N1C[C@H](C)[C@@H](CN(C)Cc2ccc(C(=O)O)cc2)Oc2c(NC(=O)c3ccc(-c4nccs4)cc3)cccc2C1=O	-1.1
COc1ccccc1NC(=O)N1CCCCN2[C@H](CO)[C@@H](c3ccc(C#CC4CC4)cc3)[C@@H]2C1	-0.2
CN1C(=O)c2cc(NC(=O)Cc3cccs3)ccc2OC[C@H]2O[C@H](CC(=O)O)CC[C@@H]21	0.3
C[C@@H]1CN([C@H](C)CO)C(=O)c2cc(C#CC3(O)CCCC3)cnc2O[C@@H]1CN(C)C	0.7
O=C1CNC[C@H]2[C@@H](c3ccc(-c4ccccc4F)cc3)[C@H](CO)N12	-0.1
COCC(=O)Nc1ccc2c(c1)C(=O)N(C)C[C@H](OC)[C@@H](C)CN(CCC(F)(F)F)[C@H](C)CO2	-0.8
C[C@@H]1CN([C@H](C)CO)C(=O)c2cccc(NC(=O)Nc3cccc4ccccc34)c2O[C@H]1CN(C)S(=O)(=O)c1cccs1	0.4
CO[C@H]1CN(C)C(=O)c2ccc(NC(=O)c3cc(C)on3)cc2OC[C@@H](C)NC[C@H]1C	-0.1
COc1ccc(NC(=O)N(C)C[C@H]2Oc3c(NC(=O)c4ccc(-c5nccs5)cc4)cccc3C(=O)N([C@@H](C)CO)C[C@@H]2C)cc1	-0.6
CCCN1C[C@H](C)[C@H](OC)CN(C)C(=O)c2ccc(NS(=O)(=O)c3ccccc3)cc2OC[C@H]1C	0.7
CO[C@H]1CN(C)C(=O)c2ccc(NC(=O)c3cccc(F)c3)cc2OC[C@H](C)NC[C@@H]1C	-2.0

Two consecutive records from above:
SMILES	TcdB inh
C[C@@H]1CN([C@H](C)CO)C(=O)c2cc(C#CC3(O)CCCC3)cnc2O[C@@H]1CN(C)C	0.7
O=C1CNC[C@H]2[C@@H](c3ccc(-c4ccccc4F)cc3)[C@H](CO)N12	-0.1

Next results.
SMILES	TcdB inh
CC(C)NC(=O)Nc1ccc2c(c1)C(=O)N([C@H](C)CO)C[C@@H](C)[C@H](CN(C)S(=O)(=O)c1ccccc1)OCCCC[C@@H](C)O2	-6.0
CN(C)CC(=O)N[C@H]1CC[C@@H](CC(=O)NCc2ccc(Cl)cc2)O[C@H]1CO	-11
C[C@@H]1CCCCO[C@@H](CN(C)C(=O)c2ccccc2)[C@@H](C)CN([C@@H](C)CO)C(=O)c2cc(NC(=O)CCC(F)(F)F)ccc2O1	-0.2
COc1ccc(CN(C)C[C@H]2Oc3ccc(NS(=O)(=O)c4cccs4)cc3C(=O)N([C@@H](C)CO)C[C@H]2C)cc1	-0.9
C[C@H]1CN([C@@H](C)CO)C(=O)c2cc(NS(=O)(=O)c3ccccc3)ccc2O[C@@H]1CN(C)Cc1ccccc1	0.0
C[C@@H]1CN([C@H](C)CO)C(=O)c2cc(NC(=O)Cc3cn(C)c4ccccc34)ccc2O[C@@H]1CN(C)S(=O)(=O)c1ccc(F)cc1	-0.2
CO[C@@H](CN(C)C(=O)C1CCOCC1)[C@H](C)CN([C@H](C)CO)S(=O)(=O)c1ccccc1	0.7
C/C=C/c1cnc2c(c1)C(=O)N([C@H](C)CO)C[C@H](C)[C@@H](CN(C)Cc1ccccc1)O2	0.3
C[C@@H]1CN([C@H](C)CO)C(=O)Cc2cc(NS(=O)(=O)c3ccc(F)cc3)ccc2O[C@H]1CN(C)S(C)(=O)=O	-0.2
O=C(C[C@H]1C=C[C@H](NC(=O)Cc2cccnc2)[C@H](CO)O1)Nc1ccccc1	0.2
CCCC#Cc1cnc2c(c1)C(=O)N([C@@H](C)CO)C[C@@H](C)[C@H](CN(C)C(=O)CN1CCOCC1)O2	0.8
O=C(NCc1ccccc1)[C@@H]1[C@@H](CO)[C@@H]2Cn3c(ccc(/C=C/c4ccccc4)c3=O)[C@H]1N2CC1CC1	-1.3
C[C@@H]1CN([C@H](C)CO)C(=O)Cc2cc(NC(=O)C3CCCCC3)ccc2O[C@H]1CN(C)C(=O)Nc1cccc2ccccc12	0.8
NC(=O)[C@H]1[C@@H]2C(=O)O[C@@H](c3ccccc3)[C@@H](c3ccccc3)N2[C@@H](c2ccc(O)cc2)[C@]12C(=O)Nc1ccc(C#CCCO)cc12	-1.9
Cc1cccc(S(=O)(=O)N2CC[C@@H]3[C@H]2c2cc(C4=CCCCC4)ccc2N[C@@H]3CO)c1	2.3
CO[C@@H]1CN(C)C(=O)c2cc(NC(=O)C3CCOCC3)ccc2OC[C@@H](C)NC[C@@H]1C	-0.4
O=C(C[C@@H]1CC[C@@H]2[C@H](COC[C@H](O)CN2C(=O)Nc2ccc(Cl)cc2)O1)NCC1CCCCC1	-1.6
CCS(=O)(=O)Nc1ccc2c(c1)C(=O)N(C)C[C@@H](OC)[C@H](C)CN(Cc1ccccn1)[C@@H](C)CO2	-0.3
CC(C)NC(=O)N(C)C[C@H]1Oc2ccc(N(C)C)cc2C(=O)N([C@H](C)CO)C[C@H]1C	-7.1
COc1ccc(S(=O)(=O)Nc2ccc3c(c2)C(=O)N([C@H](C)CO)C[C@H](C)[C@H](CN(C)Cc2ccccc2)O3)cc1	0.3
COc1ccc(NC(=O)N(C)C[C@@H]2Oc3ccc(NS(=O)(=O)c4c(C)noc4C)cc3C(=O)N([C@@H](C)CO)C[C@@H]2C)cc1	0.2
CO[C@@H]1CN(C)C(=O)c2cc(NC(=O)CN(C)C)ccc2OC[C@@H](C)N(C(=O)C2CC2)C[C@H]1C	-3.2
COCC(=O)Nc1ccc2c(c1)[C@@H]1C[C@H](CC(=O)NCC3CC3)O[C@H](CO)[C@@H]1O2	-1.8
O=C(C[C@@H]1CC[C@@H](NC(=O)Nc2ccc(C(F)(F)F)cc2)[C@H](CO)O1)NCc1ccccn1	-1.9
CCS(=O)(=O)Nc1ccc2c(c1)C(=O)N(C)C[C@H](OC)[C@H](C)CN(C(=O)CN(C)C)[C@@H](C)CO2	1.1
COc1ccc(S(=O)(=O)N[C@H]2CC[C@@H](CC(=O)NCc3ccccc3F)O[C@@H]2CO)cc1	0.4
COCC#Cc1cnc2c(c1)C(=O)N([C@H](C)CO)C[C@H](C)[C@H](CN(C)C(=O)c1cnccn1)O2	0.1
O=C(c1cccnc1)N1CCCCN2[C@@H](CO)[C@H](c3ccc(C#Cc4ccccn4)cc3)[C@@H]2C1	-0.3
C[C@H](CO)N1C[C@H](C)[C@H](CN(C)Cc2ccncc2)OCCCC[C@H](C)Oc2ccc(NS(=O)(=O)c3cccs3)cc2C1=O	0.7
COc1ccc(NC(=O)Nc2ccc3c(c2)[C@H]2C[C@@H](CC(=O)NCCc4ccccc4)O[C@@H](CO)[C@H]2O3)cc1	-1.2
COc1cccc(NC(=O)N(C)C[C@H]2Oc3cc(/C=C/c4ccccc4)ccc3S(=O)(=O)N([C@H](C)CO)C[C@@H]2C)c1	-1.5
CO[C@@H]1CN(C)C(=O)c2cc(NC(=O)C3CC3)ccc2OC[C@H](C)N(C)C[C@@H]1C	0.5
CC(C)NC(=O)N(C)C[C@@H]1Oc2cc(-c3cncnc3)ccc2S(=O)(=O)N([C@H](C)CO)C[C@@H]1C	-0.4
COc1ccc(C#Cc2ccc3c(c2)O[C@H](CN(C)C(=O)NC2CCCCC2)[C@H](C)CN([C@H](C)CO)S3(=O)=O)cc1	-1.3
C[C@@H]1CN([C@H](C)CO)C(=O)c2cc(NS(=O)(=O)c3ccc(Cl)cc3)ccc2O[C@@H](C)CCCCO[C@@H]1CN(C)S(=O)(=O)c1ccc(F)cc1	0.6
Cc1ccc(S(=O)(=O)N(C)C[C@@H]2Oc3ccc(NC(=O)CCCN(C)C)cc3C(=O)N([C@@H](C)CO)C[C@H]2C)cc1	0.8
COc1cccc(CN2[C@@H](CO)[C@@H]3c4ccccc4N(C(=O)c4cccnc4)C[C@@H]32)c1	-1.6
CO[C@@H]1CN(C)C(=O)c2cc(NC(=O)Cc3ccccc3)ccc2OC[C@@H](C)N(CCc2ccccc2)C[C@H]1C	1.0
C[C@H]1CCCCO[C@@H](CN(C)S(=O)(=O)c2ccc(F)cc2)[C@@H](C)CN([C@@H](C)CO)C(=O)c2cc(NS(=O)(=O)c3cn(C)cn3)ccc2O1	-6.4
COc1ccc(S(=O)(=O)Nc2ccc3c(c2)C(=O)N([C@H](C)CO)C[C@@H](C)[C@H](CN(C)C(=O)Nc2cccc4ccccc24)O3)cc1	-1.8

Six compounds already listed, arranged by count of non-hydrogen atoms, ascending.
SMILES	TcdB inh
CS(=O)(=O)N1[C@H](C#N)[C@H](c2ccc(-c3ccccc3F)cc2)[C@@H]1CO	0.8
CCS(=O)(=O)Nc1ccc2c(c1)C(=O)N(C)C[C@H](OC)[C@H](C)CN(C(=O)CN(C)C)[C@@H](C)CO2	1.1
CCCC#Cc1cnc2c(c1)C(=O)N([C@@H](C)CO)C[C@@H](C)[C@H](CN(C)C(=O)CN1CCOCC1)O2	0.8
COc1ccccc1S(=O)(=O)N(C)C[C@H]1Oc2ncc(-c3ccc(C)cc3)cc2C(=O)N([C@@H](C)CO)C[C@H]1C	-7.1
C[C@@H]1CCCCO[C@@H](CN(C)S(=O)(=O)c2cccs2)[C@@H](C)CN([C@H](C)CO)C(=O)c2cc(NS(C)(=O)=O)ccc2O1	0.1
C[C@@H]1CCCCO[C@@H](CN(C)C(=O)c2ccccc2)[C@@H](C)CN([C@@H](C)CO)C(=O)c2cc(NC(=O)CCC(F)(F)F)ccc2O1	-0.2

(cont.)
SMILES	TcdB inh
CN1C(=O)c2cc(NC(=O)Nc3ccc(Cl)cc3)ccc2OC[C@H]2O[C@@H](CC(=O)NCCN3CCCCC3)CC[C@@H]21	-1.9
O=C(Nc1ccc(F)cc1)N[C@@H]1CC[C@H](CCNS(=O)(=O)c2cccc(Cl)c2)O[C@H]1CO	-11
Cc1noc(C)c1NC(=O)Nc1ccc2c(c1)C(=O)N([C@H](C)CO)C[C@H](C)[C@@H](CN(C)C(=O)CCCN(C)C)OCCCC[C@@H](C)O2	-0.7
C/C=C/c1ccc([C@H]2[C@@H](CO)N(C(=O)C3CC3)[C@@H]2CN(CC)C(C)=O)cc1	0.3
O=C(c1ccccc1F)N1CC[C@@H]2[C@H]1c1cc(C#Cc3ccccc3F)ccc1N[C@@H]2CO	-0.1
C[C@@H]1CN([C@H](C)CO)C(=O)c2cc(NS(=O)(=O)c3cn(C)cn3)ccc2O[C@@H]1CN(C)CC1CCCCC1	1.2
CC(=O)N1[C@@H](CO)[C@@H](c2ccccc2)C12CN(C(=O)CN1CCOCC1)C2	0.8
CC(C)C#Cc1cnc2c(c1)C(=O)N([C@H](C)CO)C[C@@H](C)[C@H](CN(C)Cc1cncnc1)O2	-1.8
O=C(NCC[C@H]1CC[C@@H](NC(=O)C2CCCC2)[C@H](CO)O1)c1cnccn1	-0.8
C[C@H](CO)N1C[C@H](C)[C@H](CN(C)S(=O)(=O)c2ccc(F)cc2)Oc2ccc(NC(=O)Nc3ccc(C(F)(F)F)cc3)cc2C1=O	0.3
C[C@H]1CCCCO[C@@H](CN(C)C(=O)Nc2ccc(F)cc2)[C@@H](C)CN([C@@H](C)CO)C(=O)c2cc(NC(=O)Nc3ccccc3)ccc2O1	-0.2
Cc1cccc(CN(C)C[C@@H]2OCc3cn(nn3)CCCC(=O)N([C@H](C)CO)C[C@H]2C)c1	-0.5
CCC(=O)N(C)C[C@@H]1Oc2ncc(C#C[C@H](C)O)cc2C(=O)N([C@H](C)CO)C[C@H]1C	0.2
CCCNC(=O)N1CC2(CCN(Cc3ccccn3)CC2)c2c(n(C)c3cc(OC)ccc23)[C@@H]1CO	0.4
CCC(=O)Nc1ccc2c(c1)C(=O)N(C)[C@H]1CC[C@H](CC(=O)N3CCCCC3)O[C@@H]1CO2	0.4
O=C(Cc1ccccn1)N1CC2(C1)[C@@H](c1ccccc1)[C@@H](CO)N2C(=O)c1ccncc1	-0.2
C[C@@H]1CN([C@H](C)CO)C(=O)Cc2cc(NC(=O)CCC(F)(F)F)ccc2O[C@@H]1CN(C)Cc1ccc(C(F)(F)F)cc1	1.2
C[C@@H]1CN([C@@H](C)CO)C(=O)c2cc(NC(=O)Nc3ccccc3)ccc2O[C@@H](C)CCCCO[C@@H]1CN(C)Cc1ccc2c(c1)OCO2	-0.3
CO[C@@H]1CN(C)C(=O)c2ccc(NC(=O)C3CCOCC3)cc2OC[C@H](C)N(Cc2nccs2)C[C@@H]1C	-1.7
CCC(=O)N1[C@H](CO)[C@@H](c2ccccc2)C12CN(CC1CCOCC1)C2	-8.7
CO[C@@H]1CN(C)C(=O)c2ccc(NC(=O)Nc3ccc(C(F)(F)F)cc3)cc2OC[C@@H](C)NC[C@@H]1C	1.0

Two compounds picked at random from the list so far:
SMILES	TcdB inh
C[C@H](CO)N1C[C@H](C)[C@H](CN(C)S(=O)(=O)c2ccc(F)cc2)Oc2ccc(NC(=O)Nc3ccc(C(F)(F)F)cc3)cc2C1=O	0.3
O=C(Nc1ccc(F)cc1)N[C@@H]1CC[C@H](CCNS(=O)(=O)c2cccc(Cl)c2)O[C@H]1CO	-11

Screening results from PubChem.
